# Screening data deposited in PubChem by several laboratories.
# TRPC6 act – activates the mouse TRPC6 cation channel; Q61143; HEK293-TRPC6 membrane potential dye fluorescence; stronger effect = higher value; B-score at 10 µM; 0.13% of 310,000 active; AID 2550;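 active means B-score of the integrated fluorescence ratio above library mean plus 3 SD, and starting fluorescence ratio within library mean plus 5 SD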;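 further: higher score means more depolarization so channel activation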
# Target sequence (Q61143 whole entry, looked up): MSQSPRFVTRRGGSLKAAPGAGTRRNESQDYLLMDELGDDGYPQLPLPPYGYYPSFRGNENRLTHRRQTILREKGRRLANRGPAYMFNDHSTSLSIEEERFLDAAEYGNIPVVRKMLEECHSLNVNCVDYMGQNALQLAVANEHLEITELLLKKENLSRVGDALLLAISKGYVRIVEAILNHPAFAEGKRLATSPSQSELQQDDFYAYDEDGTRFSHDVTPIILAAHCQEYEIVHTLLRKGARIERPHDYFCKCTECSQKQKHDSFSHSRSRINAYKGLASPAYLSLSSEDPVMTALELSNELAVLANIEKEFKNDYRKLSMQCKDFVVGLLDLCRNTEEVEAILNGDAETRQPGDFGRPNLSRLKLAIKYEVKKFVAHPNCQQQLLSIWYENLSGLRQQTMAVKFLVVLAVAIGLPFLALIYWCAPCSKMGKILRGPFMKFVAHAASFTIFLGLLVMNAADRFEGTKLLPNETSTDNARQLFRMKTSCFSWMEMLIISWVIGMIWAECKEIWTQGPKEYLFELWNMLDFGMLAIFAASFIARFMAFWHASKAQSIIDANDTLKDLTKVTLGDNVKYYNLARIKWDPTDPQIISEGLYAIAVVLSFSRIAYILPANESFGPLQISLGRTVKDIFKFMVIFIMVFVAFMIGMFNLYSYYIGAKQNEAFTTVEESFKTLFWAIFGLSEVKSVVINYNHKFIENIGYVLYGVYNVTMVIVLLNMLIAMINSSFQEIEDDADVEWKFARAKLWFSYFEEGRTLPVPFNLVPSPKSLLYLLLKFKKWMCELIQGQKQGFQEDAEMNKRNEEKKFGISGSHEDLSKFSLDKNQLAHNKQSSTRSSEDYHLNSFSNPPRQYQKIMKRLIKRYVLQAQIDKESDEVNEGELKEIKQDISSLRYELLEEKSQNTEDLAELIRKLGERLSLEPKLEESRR
# MrgX1 ag – activates human MrgX1 receptor signaling | Q96LB2 | MrgX1-HEK293 cells, Fluo-4 calcium fluorescence, agonist mode; stronger effect = higher value | B-score at 10 µM | 0.44% of 310,000 active;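 active means calcium response B-score plate-corrected fluorescence ratio at least 3 library SD, with starting fluorescence B-score inside 5 SD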
#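 Test system: HEK293 cells stably expressing human MrgX1 receptor; Input: fifteen thousand cells per well; Dosing: compound delivered in addition one of three; Schedule: overnight seeding, then 1 h dark dye loading; Technique: Fluo-4 NW calcium fluorescence; Measure: B-scored fluorescence response ratio; Controls: positive and negative controls per plate.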
# TRPC4 potent – allosterically enhances the mouse TRPC4 cation channel. 0.42% of 310,000 active. HEK293 TRPC4beta/mu-opioid, DAMGO EC20, Fluo-4 Ca2+ flux; stronger effect = higher value. AID 2227. B-score at 10 µM. Q9QUQ5;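 active means B-score of calcium response area above 5 SD of library B-scores, with initial fluorescence ratio within 5 SD of library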;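 further: B-score of integrated fluorescence ratio over time as area under calcium response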
# TRPC4 agonist – TRPC4 (mouse) channel activation; Q9QUQ5; HEK293 TRPC4beta/mu-opioid, Fluo4 calcium fluorescence; stronger effect = higher value; B-score at 10 µM; 0.49% of 310,000 active;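 active means B-score above 5 SD of library B-scores, and initial fluorescence ratio not above library mean plus 5 SD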;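 further: positive B-score marks a calcium rise read as TRPC4 activation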
#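 Material: TRPC4beta and mu-opioid receptor HEK293 stable cells | Incubation: 45 min room-temperature Fluo4 loading, 110 s read | Detection: Kinetic Fluo4 calcium fluorescence | Measure: Integrated baseline-normalised fluorescence ratio, converted to per-well B score | Benchmarks: Low control buffer alone, high control maximal DAMGO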
# TRPC6 inh – inhibitors of mouse TRPC6 channel | HEK293-TRPC6, membrane potential dye, ACh-evoked depolarization; stronger effect = lower value | B-score at 10 µM | 1.1% of 310,000 active | Q61143;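 active means B-score under library mean minus 3 SD, initial fluorescence not abnormally high, positive integrated signal ratio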;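 further: B-score derived from integrated fluorescence ratio over the kinetic read; more negative B-score means stronger inhibition of depolarization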
# AI-2 QS mod – Vibrio harveyi AI-2 quorum sensing modulation; 0.4% of 300,000 active; AID 2094; activity change, % at 7.5 µM; Vibrio harveyi JMH597 AI-2 luminescence/OD600 ratio, 9 h; stronger effect = lower value; strain lacks LuxN and CqsS sensors; 0 = neutral-control median; in the data active means activity change below about -75%, passing the limit was not always enough;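 further: luminescence divided by OD600 gain over 9 h not by final OD600 alone; inactives centre near 13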
# PolyA inhibitor – yeast polyadenylation inhibition; calls only at 12 µM; 0.02% of 300,000 active; S. cerevisiae SKY197-pL101 polyadenylation reporter, beta-gal luminescence; efflux-impaired pdr1/pdr3 knockout yeast; score 100 = 6 SD above DMSO;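 active means lowest replicate activity score at least 50, where 100 means six control SD above control mean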;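 further: yeast exposed to compound for 9 h at 30 °C; higher score means more reporter readthrough which indicates perturbed polyadenylation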
# TRPC4 inh – TRPC4 (mouse) channel inhibition; HEK293 TRPC4beta/mu-opioid, DAMGO-evoked Fluo4 calcium flux; stronger effect = lower value; 0.39% of 300,000 active; B-score at 10 µM; AID 2247; Q9QUQ5;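 active means B-score over 3 SD under the library average, no early fluorescence shift, positive overall ratio signal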
#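 Test system – stable TRPC4beta/mu-opioid receptor HEK293 cells · Probe or stimulus – DAMGO, a submaximal dose followed by a maximal one · Dosing – one concentration per compound · Signal – Fluo4 calcium fluorescence by kinetic imaging, 5 s 1 Hz baseline · Evaluation – per-well B score of integrated baseline-normalized Fluo4 ratio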
# HIF act – HIF pathway transcriptional activation | U2OS HRE-luciferase reporter, luminescence; normalized: DMSO 0%, desferrioxamine 100% | 0.32% of 300,000 active | activation, % at 7.5 µM (by protocol);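 active means mean activation of at least 10% of the iron chelator positive control signal, with at least half of replicates also reaching 10%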
# MrgX1 antagonist – human MrgX1 receptor antagonism, primary screen | Q96LB2 | MRGX1-HEK293 calcium flux, Fluo-4, BAM8-22 antagonism; stronger effect = lower value | B-score at 10 µM | 1.3% of 310,000 active | AID 588676;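 active means calcium-response B-score plate-corrected more than 3 library SD below zero, starting fluorescence within 5 deviations, no agonist response on first addition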;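 further: peak minus trough fluorescence over baseline after final BAM8-22 challenge near maximal dose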
# MrgX1 allo act – allosterically activates human MrgX1 receptor signaling; Q96LB2; MrgX1-HEK293, Fluo-4 calcium flux, FDSS; stronger effect = higher value; B-score at 10 µM; 0.63% of 310,000 active;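 active means plate-corrected calcium response at least 3 library SD above typical, normal starting fluorescence, not activating the receptor alone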;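 further: compound read alongside a low EC10 to EC30 dose of BAM8-22 agonist; peak minus trough fluorescence over baseline measured at the second addition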
# * marks the source's active call; other numbers are inactive results; i = inactive; . = not tested or not shown. A portion of the library; count on the stated rates, not on these rows.
SMILES,TRPC6 act,MrgX1 ag,TRPC4 potent,TRPC4 agonist,TRPC6 inh,AI-2 QS mod,PolyA inhibitor,TRPC4 inh,HIF act,MrgX1 antagonist,MrgX1 allo act
Fc1c(F)c(-n2nnc3ccccc32)c(F)c(F)c1Cl,i,i,i,i,i,19.4,i,i,-1.0,i,i
Cc1ccc(CNC(=O)CSc2ccsc2[N+](=O)[O-])cc1,i,i,i,i,i,-6.9,i,i,2.0,i,i
CCN(CC)C(=O)c1cn(CC)c(=O)c2cc(OC)c(OC)cc12,i,i,i,i,i,21.4,i,i,-0.5,i,i
O=C(/C(N=Nc1cccc([N+](=O)[O-])c1)=C(/O)c1ccc(Br)cc1)C(F)(F)F,i,i,i,i,-8.21*,15.1,i,i,1.7,i,i
CCSc1nc2c(c(=O)[nH]1)C(c1ccc(C)cc1)C1=C(CCCC1=O)N2 (stereo not given),i,i,i,i,i,4.0,i,i,-0.3,i,i
COc1ccc(NC(=O)Cc2coc3cc(C)c(C(C)C)cc23)cc1S(=O)(=O)N1CCOCC1,i,i,i,i,i,27.1,i,i,-0.5,i,i
COc1ccccc1NC(=S)N(Cc1cccnc1)Cc1ccccc1Cl,i,i,i,i,i,12.9,i,i,0.0,i,i
CCc1nnc(NC(=O)c2cc(S(=O)(=O)N3CCCCC3)ccc2N2CCOCC2)s1,i,i,i,i,i,12.3,i,i,0.2,i,i
Cc1ccc(CNC(=O)c2csc3c2CCCCC3)cc1,i,i,i,i,i,11.3,i,i,0.4,i,i
Cc1ccc2nccc(C(=O)N3CCCC(Nc4ccc(C)c(C)c4)C3)c2c1 (stereo not given),i,i,i,i,i,22.9,i,i,-0.2,i,i
COc1ccc(-c2noc(N3CCC(C(=O)NCCCN4CC(C)CC(C)C4)CC3)n2)cc1 (stereo not given),i,i,i,i,i,.,i,i,0.6,i,i
O=[N+]([O-])c1ccc(Oc2cnc3ccccc3n2)cc1,i,i,i,i,i,16.5,i,i,0.9,i,i
S=C(NCc1ccco1)N/N=C/c1ccncc1,i,i,i,i,i,21.3,i,i,0.2,i,i
CCOc1ccc2nc(SCCNS(=O)(=O)c3ccccc3)sc2c1,i,i,i,i,i,28.7,i,i,0.1,i,i
C=CCc1c(C)c(C#N)c2nc3ccccc3n2c1N1CCCCC1,i,i,i,i,i,7.5,i,i,0.1,i,i
c1cc2c(cc1-c1cnc3n1CCC3)OCCO2,i,i,i,i,i,23.1,i,i,0.2,i,i
CCc1ccc(-c2csc3[n+]2CCN3C(C)=O)cc1,i,i,i,i,i,12.4,i,i,-0.4,i,i
COc1cccc(CNC(=O)CN2C(=O)COc3ccc(S(=O)(=O)N4CCOCC4)cc32)c1,i,i,i,i,i,3.8,i,i,-0.2,i,i
COc1ccc(C(=O)CSc2nnc(-c3cc(C)cc(C)c3)o2)cc1,i,i,i,i,i,10.9,i,i,0.3,i,i
O=C(c1ccccc1)N1CCN(CC(O)COCC2CC=CCC2)CC1 (stereo not given),i,i,i,i,i,41.4,i,i,0.3,i,i
O=C(c1ccccc1)c1ccc(OCCOCCN2CCN(Cc3ccccc3)CC2)cc1,i,i,i,i,i,12.7,i,i,-0.9,i,i
COc1ccc(N2CC(C(=O)N/N=C/c3c[nH]c4ccccc34)CC2=O)cc1 (stereo not given),i,i,i,i,i,0.9,i,i,0.0,i,i
O=C(O)c1ccc(CNC(=O)C23CC4CC(CC(C4)C2)C3)cc1,i,i,i,i,i,8.0,i,i,0.3,i,i
COCCOC(=O)C1=C(C)NC2=C(C(=O)CCC2)C1c1ccc(N(C)C)cc1 (stereo not given),i,i,i,i,i,8.0,i,i,-0.3,i,i
O=C(Nc1ncccc1Cl)C1COc2ccccc2O1 (stereo not given),i,i,i,i,i,14.2,i,i,2.5,i,i
# The results go on:
SMILES,TRPC6 act,MrgX1 ag,TRPC4 potent,TRPC4 agonist,TRPC6 inh,AI-2 QS mod,PolyA inhibitor,TRPC4 inh,HIF act,MrgX1 antagonist,MrgX1 allo act
COc1ccc(CC(=O)Nc2ccc(OC)c(NC(=O)c3ccco3)c2)cc1,i,i,i,i,i,28.0,i,i,-0.5,i,i
COc1cccc(OC)c1C(=O)OCCCOC(=O)c1c(OC)cccc1OC,i,i,i,i,i,37.8,i,i,0.2,i,i
Nc1nonc1-c1nc2ccccc2[nH]1,i,i,i,i,i,10.9,i,i,0.7,i,i
CCOC(=O)CC1CCCCN1C(=O)c1cc(COc2cccc3cnccc23)on1 (stereo not given),i,i,i,i,i,-86.5*,i,i,-1.3,i,i
CSc1nc(Cl)c(C#N)c(-c2ccc(C)cc2)n1,i,i,i,i,i,22.3,i,i,-0.2,i,i
O=C(N/N=C/c1ccccn1)NC12CC3CC(CC(C3)C1)C2,i,i,i,i,i,7.0,i,i,2.5,i,i
CCOC(=O)C1CCCN(S(=O)(=O)c2ccc(S(N)(=O)=O)cc2)C1 (stereo not given),i,i,i,i,i,58.2,i,i,-0.2,i,i
CCCn1cc(CN2CCC(Cc3cccc(F)c3)(C(=O)OCC)CC2)c(C)n1,i,i,i,i,i,1.5,i,i,0.5,i,i
Cc1ccc(C(=O)O/N=C/c2ccc(N(C)C)cc2)cc1,i,i,i,i,i,25.5,i,i,1.0,i,i
O=C(c1cnn2c1NC(c1ccc(Br)cc1)CC2C(F)(F)F)N1CCN(C23CC4CC(CC(C4)C2)C3)CC1 (stereo not given),i,i,i,i,i,13.5,i,i,-0.8,i,i
Cc1ccc(NC(=O)c2cncc(Br)c2)c(O)c1,i,i,i,i,i,7.5,i,i,4.6,i,i
Cc1cc(Br)ccc1NC(=O)c1ccco1,i,i,i,i,i,1.3,i,i,0.7,i,i
CC(=O)N1CCc2cc(Br)cc(S(=O)(=O)N3CCc4ccccc43)c21,i,i,i,i,i,73.0,i,i,-0.4,i,i
Cc1c(NC(=O)CSc2nnc(Nc3ccccc3)s2)c(=O)n(-c2ccccc2)n1C,i,i,i,i,i,-2.1,i,i,-0.3,i,i
CC(=O)N1CCN(C(=O)c2ccc3oc(CCCc4ccccc4)nc3c2)CC1,i,i,i,i,i,9.6,i,i,0.6,i,i
Cc1ccc(NC(=O)Nc2nnc(-c3ccncc3)s2)cc1C,i,i,i,i,i,-16.4,i,i,0.8,-6.11*,i
O=C(Nc1nnc(S(=O)(=O)N2CCN(c3ccc(F)cc3)CC2)s1)c1ccco1,i,i,i,i,i,-10.1,i,i,-0.3,i,i
O=C(Nc1nc2c(s1)CN(Cc1ccccc1)CC2)c1c(F)cccc1F,i,i,17*,i,i,15.9,i,i,2.2,i,i
C=CCn1c(-c2ccccc2OC)n[nH]c1=S,i,i,i,i,i,-2.1,i,i,-0.4,i,i
COc1ccc(CCNC(=O)C2=COCCO2)cc1,i,i,i,i,i,11.6,i,i,0.4,i,i
CC(C)(C)C(=O)COC(=O)c1cc2ccccc2cc1O,i,i,i,i,i,27.1,i,i,3.3,i,i
CCCCNC(=O)CCCCCNS(=O)(=O)c1ccc(OC)cc1,i,i,i,i,i,9.1,.,i,0.2,i,i
Cc1nn(-c2ccccc2)c(Cl)c1C1C(C#N)=C(N)OC2=C1C(=O)CCC2 (stereo not given),i,i,i,i,i,10.6,i,i,-0.7,i,i
Cc1cc(NC(=O)CSCC(=O)N(C)Cc2c(F)cccc2Cl)no1,i,i,i,i,i,46.8,i,i,-0.7,i,i
CC(=O)N1c2c(cc(Br)cc2S(=O)(=O)N2CCN(c3ccccn3)CC2)CC1C (stereo not given),i,i,i,i,i,12.3,i,i,-1.1,i,i
# The list goes on:
SMILES,TRPC6 act,MrgX1 ag,TRPC4 potent,TRPC4 agonist,TRPC6 inh,AI-2 QS mod,PolyA inhibitor,TRPC4 inh,HIF act,MrgX1 antagonist,MrgX1 allo act
O=C(C[n+]1ccc(C(=O)NCc2ccccc2)cc1)c1ccc(OC(F)F)cc1,i,i,10*,i,i,8.1,i,i,-0.4,i,i
CC(=O)NC1CC2CCCC(C1)N2Cc1ccc(C)cc1 (stereo not given),i,i,i,i,i,5.1,i,i,0.5,i,i
COc1ccccc1C(=O)Nc1ccc(S(=O)(=O)N2CCc3ccccc32)cc1,i,i,i,i,i,-4.7,i,i,0.1,i,i
CSc1ncccc1C(=O)Nc1ncc(C)s1,i,i,i,i,i,-4.2,i,i,-3.6,i,i
COc1ccccc1NC(=O)Nc1nnc(Cc2ccccc2F)s1,i,i,i,i,i,17.1,i,i,-14.4,i,i
Cc1ccc(OCc2cc(C(=O)NCc3ccc(OC(F)(F)F)cc3)no2)cn1,i,i,i,i,i,10.6,i,i,0.1,i,i
O=C(N/N=C/c1ccc(F)cc1)c1sccc1OCc1ccc(F)cc1,i,i,i,i,i,22.5,i,i,1.8,i,i
CC(C)(C)Nc1c(-c2ccc(O)cc2)nc2ccc(Cl)cn12,i,i,i,i,i,31.5,i,i,-0.8,i,i
CCN(CCCNC(=O)c1c(C)cc(=O)oc1C)c1ccccc1,i,i,i,i,i,.,i,i,-0.2,i,i
CCOc1ccc(C2=Nn3c(nnc3-c3ccccc3OC)SC2)cc1,i,i,i,i,i,-1.2,i,i,1.2,i,i

# Record cards, from the list above:
# Shown for `O=C(C[n+]1ccc(C(=O)NCc2ccccc2)cc1)c1ccc(OC(F)F)cc1` → TRPC6 act = i; MrgX1 ag = i; TRPC4 potent = 10*; TRPC4 agonist = i; TRPC6 inh = i; AI-2 QS mod = 8.1; PolyA inhibitor = i; TRPC4 inh = i; HIF act = -0.4; MrgX1 antagonist = i; MrgX1 allo act = i
# Shown for `CC(=O)NC1CC2CCCC(C1)N2Cc1ccc(C)cc1` (stereo not given) → TRPC6 act = i; MrgX1 ag = i; TRPC4 potent = i; TRPC4 agonist = i; TRPC6 inh = i; AI-2 QS mod = 5.1; PolyA inhibitor = i; TRPC4 inh = i; HIF act = 0.5; MrgX1 antagonist = i; MrgX1 allo act = i
# Shown for `CC(C)(C)Nc1c(-c2ccc(O)cc2)nc2ccc(Cl)cn12` → TRPC6 act = i; MrgX1 ag = i; TRPC4 potent = i; TRPC4 agonist = i; TRPC6 inh = i; AI-2 QS mod = 31.5; PolyA inhibitor = i; TRPC4 inh = i; HIF act = -0.8; MrgX1 antagonist = i; MrgX1 allo act = i
